Compound activity (PubChem BioAssay)
PGC1a acetyl inh: lowers PGC1a acetylation signal in U2OS cells; 350,000 compounds, 0.17% hits; inhibition, % at 15.6 µM; AlphaScreen anti-acetyl-lysine; with virally co-expressed GCN5 acetyltransferase;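 active = every replicate shows inhibition of at least 40%; inconclusive = mean inhibition at least 40% but some replicate below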;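 also: 0% = neutral control wells and 100% = positive control wells; some results beyond the cut were filed as inactive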
PAX8 reporter: PAX8 transcriptional activity inhibition | RMG-I TPO-luciferase reporter, SteadyGlo, 24 h | inhibition, % at 12.6 µM | 360,000 compounds, 1.2% hits;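 active = mean replicate inhibition at least 60% with every replicate also reaching 60%; inconclusive = only one of the two criteria is met; inactive = mean below 60% and not all replicates reaching 60%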;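 also: luciferase light reporting Pax8 driven TPO promoter activity; plate controls were median of neutral control wells for no effect and mitoxantrone controls for full effect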
S100A4 MyoIIA: blocks human S100A4 binding to myosin IIA peptide; P26447; S100A4/TAMRA-MyoIIA peptide fluorescence polarization; inhibition, % at 10.7 µM; 360,000 compounds, 0.14% hits; AID 652163;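 active = mean inhibition of at least 70% across replicates, with every replicate also reaching that level; inconclusive = mean inhibition reaches 70% but some replicates fall short; inactive = mean inhibition below 70%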
Target sequence (P26447 whole entry, looked up): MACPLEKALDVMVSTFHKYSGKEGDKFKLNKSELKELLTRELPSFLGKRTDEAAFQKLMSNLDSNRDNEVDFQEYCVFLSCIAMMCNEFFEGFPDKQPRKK
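Material: S100A4 monomer protein / Buffer or medium: 50 mM HEPES pH 7.2, 10 mM CaCl2, 100 mM KCl / Times: 5 min incubation before reading / Benchmarks: neutral control DMSO, positive control TFP / Reagent: labelled myosin peptide probe, 5 nM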
FN deposition inh: fibronectin deposition inhibition; AH1F fibroblasts, Alexa488-fibronectin deposition fluorescence, overnight; inhibition, % at 12.6 µM; 350,000 compounds, 0.086% hits;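 active = mean inhibition across replicates of 30% or more, regardless of how many single replicates reach that level; inconclusive = mean under 30% yet at least half of replicates reach 30%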;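 also: positive control wells lacked labelled fibronectin entirely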
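material = AH1F fibroblast monolayer depositing Alexa488-labelled fibronectin into matrix | amount = 10000 AH1F cells/well | buffer or medium = DMEM plus 2% serum, read in PBS | incubation = 1 h cell adhesion before compound, then overnight fibronectin incubation | detection = fluorescence at 485 nm excitation, 525 nm emission | evaluation = percent inhibition as loss of matrix-bound fibronectin fluorescence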
PglD DTNB: PglD (C. jejuni) enzyme inhibition. purified PglD enzyme, DTNB colorimetric CoA detection. inhibition, % at 12.5 µM. 360,000 compounds, 0.098% hits. AID 602405; in the data active = inhibition above about 16%, passing the limit was not always enough; inconclusive = no clear call, values can overlap the other calls; also: strong numbers were not always called active
ERAP1 inh: inhibitors of human ERAP1 aminopeptidase; Q9NZ08; recombinant ERAP1, Leu-AMC fluorescence, 60 min; inhibition, % at 10.7 µM; 340,000 compounds, 0.15% hits;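 active = mean replicate inhibition of at least 30%, or all replicates individually reaching that 30% level; inactive = mean below 30% and not every replicate reaching it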;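 also: 0% = neutral control wells and 100% = L-leucinethiol positive control wells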
Target sequence (Q9NZ08 whole entry, looked up): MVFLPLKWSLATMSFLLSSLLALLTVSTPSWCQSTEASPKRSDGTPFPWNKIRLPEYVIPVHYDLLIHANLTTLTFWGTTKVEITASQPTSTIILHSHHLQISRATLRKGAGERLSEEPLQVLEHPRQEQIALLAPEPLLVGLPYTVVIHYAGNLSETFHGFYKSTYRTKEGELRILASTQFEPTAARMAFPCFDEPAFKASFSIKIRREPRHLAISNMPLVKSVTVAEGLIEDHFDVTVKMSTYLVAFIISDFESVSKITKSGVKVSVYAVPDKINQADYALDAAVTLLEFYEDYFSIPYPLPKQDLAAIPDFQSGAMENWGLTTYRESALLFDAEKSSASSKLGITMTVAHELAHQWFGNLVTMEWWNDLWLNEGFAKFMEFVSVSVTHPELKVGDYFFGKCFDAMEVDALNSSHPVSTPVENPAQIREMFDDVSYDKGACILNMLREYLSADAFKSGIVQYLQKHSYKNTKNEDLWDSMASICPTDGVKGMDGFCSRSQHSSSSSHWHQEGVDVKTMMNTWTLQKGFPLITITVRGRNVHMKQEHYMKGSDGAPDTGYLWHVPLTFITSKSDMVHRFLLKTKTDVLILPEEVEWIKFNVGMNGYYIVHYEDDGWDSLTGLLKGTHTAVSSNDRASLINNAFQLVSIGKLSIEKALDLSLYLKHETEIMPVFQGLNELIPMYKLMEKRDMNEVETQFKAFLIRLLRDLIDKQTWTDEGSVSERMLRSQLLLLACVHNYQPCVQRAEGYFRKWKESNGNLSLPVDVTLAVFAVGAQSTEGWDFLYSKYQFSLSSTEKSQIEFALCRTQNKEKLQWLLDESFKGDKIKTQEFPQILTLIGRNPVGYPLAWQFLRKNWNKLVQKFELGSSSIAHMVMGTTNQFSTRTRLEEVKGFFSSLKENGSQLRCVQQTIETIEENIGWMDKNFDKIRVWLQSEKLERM
LGR2 antag: Drosophila LGR2 receptor signaling inhibition; HEK293 LGR2, CRE-luciferase, bursicon-stimulated, 4 h; inhibition, % at 9.99 µM; 380,000 compounds, 0.35% hits;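 active = drop in luminescence signal, shown as inhibition above about 50% in the replicate tests, limit read from the data, passing the limit was not always enough; inconclusive = probably only some replicates passing the limit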;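 also: agonist challenge used bursicon conditioned medium at about half maximal strength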
EWS-Fli block: EWS/Fli transcriptional activity inhibition; A673 NR0B1-luciferase reporter, viability-normalised; inhibition, % at 12.6 µM; 350,000 compounds, 0.67% hits;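 active = mean inhibition of at least 50% after viability correction, with every replicate also passing that limit; inconclusive = mean reaches 50% but only one of two replicates passes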;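 also: firefly luciferase signal divided by Alamar Blue viability fluorescence both relative to DMSO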
* marks the source's active call; other numbers are inactive results; u = inconclusive; x = no result given; & = joins results of further samples.

Sequence of screens: LGR2 antag, PglD DTNB, PAX8 reporter, FN deposition inh, S100A4 MyoIIA, ERAP1 inh, PGC1a acetyl inh, EWS-Fli block
- O=[N+]([O-])c1cccc(/C=C2\CCc3cnn(C4CCS(=O)(=O)C4)c32)c1 (stereo not given)
→ 0, 2, 34, 15, 3, -9, x, 14
- COc1ccccc1/C=[N+](\[O-])C1SC(=S)N(C)C1(C)C (stereo not given)
→ 5, x, 11, -1, -3, x, x, 1
- c1ccc2c(Nc3nc4c(s3)CCCC4)cccc2c1
→ x, -1, -75, -13, x, x, -25, x
- Cc1ccc(S(=O)(=O)Nc2ccc(O)c3cccnc23)cc1
→ 10, -3, 33, 2, -5, 1, -12, -35
- Cc1ccc2[nH]c3c(c2c1)CC/C(=C/c1ccccc1)C3=O
→ x, -4, -35, -4, x, x, -1, x
- CCCCN1CC(C)(C)[C@H](CC(=O)Nc2ccc(Br)cc2)C1=O
→ 5, x, 2, -13, 0, 3, -20, 6
- CCOc1ccc(NC(=O)CN2CCCC2c2cccs2)cc1S(=O)(=O)N1CCCCC1 (stereo not given)
→ 8, x, 18, -7, -7, 1, -2, 11
- CCOc1cc(/C=C2/C(=N)N3C(=NC2=O)SN=C3S(=O)(=O)CC)ccc1OC(=O)c1ccco1
→ 3, 3, -9, -3, 6, 7, x, x
- CC(=O)NC[C@@H]1[C@H](c2ccc(-c3cccnc3)cc2)[C@H](CO)N1C(=O)C1CC1
→ 2, 0, 1, x, 1, 0, 0, -5
- CSc1ccc(/C=N/NC(=O)c2ccc3nc[nH]c3c2)cc1
→ 3, 3, -42, x, 4, 0, 3, -43
- Cn1c(CCNC(=O)c2ccco2)nc2cc(NC(=O)c3ccccc3Cl)ccc21
→ 11, 0, -44, -3, -24, -3, x, -50
- COc1ccc(CC(=O)NC(c2ccccc2)c2ccc(C)cc2)c(OC)c1 (stereo not given)
→ -10, -3, 2, -5, -2, -5, x, -2
- COc1ccc(/C=C2\SC(=S)N(CCC(=O)NCCCn3ccnc3)C2=O)cc1
→ -6, -9, -17, -3, -2, -2, -1, x
- O=C(NNC1=NCCCCC1)c1cccc([N+](=O)[O-])c1
→ -19, x, -5, -9, 4, 2, x, -10
- CC(C)NC(=O)N[C@H]1CC[C@H](CC(=O)N2CCCCC2)O[C@H]1CO
→ 2, -3, -5, -9, 5, 0, -2, -7
- COc1ccc(S(=O)(=O)N2CCC3(CC2)CN(C(=O)CN(C)C)[C@H](CO)c2c3c3ccc(OC)cc3n2C)cc1
→ 5, x, 59, x, 7, -6, 4, 28
- CC(C)NC(=O)Nc1ccc2c(c1)CC(=O)N([C@H](C)CO)C[C@H](C)[C@H](CN(C)Cc1ccc(Oc3ccccc3)cc1)O2
→ 5, 4, 4, x, -3, 4, -5, 33
- Cc1ccc(Cl)cc1-c1ccc(C=Nc2ccc(N3CCOCC3)cc2)o1
→ 3, x, -24, -3, -36, -3, x, 10
- N=C1SCC(=O)N1c1ncc(Cc2cccc(Cl)c2)s1
→ 0, -2, -6, 14, -4, -6, 5, 7
- C#CC(C)(CC)NC(=O)c1cc2nc(C3CC3)cc(C(F)(F)F)n2n1 (stereo not given)
→ -18, 5, -23, x, -3, -1, 2, -8
- Cn1cnc(S(=O)(=O)N2C[C@@H](O)COC[C@@H]3O[C@@H](CC(=O)N4CCN(c5ccccc5)CC4)CC[C@H]32)c1
→ 18, 5, 16, 16, -11, 3, -4, -6
- C[C@@H]1CN([C@H](C)CO)C(=O)c2cc(NS(=O)(=O)c3ccc(Cl)cc3)ccc2O[C@@H](C)CCCCO[C@H]1CN(C)C(=O)Nc1ccc(C(F)(F)F)cc1
→ 4, 2, 102*, x, -7, 0, 8, 33
- CO[C@H]1CC[C@@H]2CCOc3c(C#N)cccc3C(=O)N(C)C[C@H](OC)[C@@H](C)C(=O)N(C)C[C@@H]1O2
→ -3, 0, -10, 4, -1, -8, x, 2
- CCN(CC)c1ccc2cc(C=O)c(=O)oc2c1
→ x, -6, -18, -9, x, x, 2, x
- COc1cccc(C(O)c2nc(-c3cnn(C)c3)cs2)c1 (stereo not given)
→ -32, -5, -1, -11, -12, 0, 1, 4
- COc1cccc(NC(=O)c2ccc3nc(C)sc3c2)c1
→ -65, -7, -48, 0, 2, -3, -4, -90
- CC(C)CNC(=O)c1ccccc1NC(=O)c1ccccc1N(C)S(=O)(=O)c1ccccc1
→ 0, 4, 8, -9, -2, 1, 4, 12
- CO[C@@H]1CN(C)C(=O)c2cc(NC(=O)c3cc(C)on3)ccc2OC[C@@H](C)N(CC2CC2)C[C@H]1C
→ 10, x, 5, -5, x, x, -1, 6
- COc1ccc(C(C)=O)cc1CC(=O)Nc1ccc2c(c1)CCC2
→ -19, 2, -8, -4, -4, -3, x, 4
- Cc1ccc(S(=O)(=O)N2CC3C(=O)C[C@@H](c4ccccc4)N(S(=O)(=O)c4cccc(Cl)c4)C3CC2c2ccccc2)cc1 (stereo not given in full)
→ 19, x, 4, -3, -6, x, x, 15
- CCOC(=O)C1(Cc2cccc(F)c2)CCN(Cc2ccc(COC)o2)CC1
→ 5, 0, 19, -3, -10, x, u, 8
- CO[C@H]1CN(C)C(=O)c2ccc(NC(=O)c3ccc(F)cc3)cc2OC[C@@H](C)N(C(=O)CC2CC2)C[C@H]1C
→ -4, 2, x, -7, -9, 0, -6, -2
- CN1C(=O)c2cc(NC(=O)C3CCCCC3)ccc2OC[C@H]2O[C@@H](CC(=O)NCCc3ccncc3)CC[C@H]21
→ -12, 2, 10, -1, 4, -2, -5, -3
- O=C(CCNC(=O)c1ccccc1)Nc1cccnc1
→ 10, x, -3, x, -3, -2, 18, 5
- Cc1cccc(C(=O)NCC(=O)OCC(=O)NC2CCCCCCC2)c1
→ -7, -1, x, -2, -2, 2, x, 1
- COc1ccc(S(=O)(=O)Nc2ccc3c(c2)C(=O)N([C@H](C)CO)C[C@H](C)[C@H](CN(C)S(=O)(=O)c2cccs2)OCCCC[C@@H](C)O3)cc1
→ 17, -1, -11, -1, -2, 5, 2, 7
- COC(=O)c1ccc(C(=O)O)nc1
→ -5, x, 0, -5, -1, 1, x, 0
- CO[C@H]1CN(C)C(=O)c2cc(NC(=O)c3cc(C)on3)ccc2OC[C@@H](C)N(CC2CC2)C[C@H]1C
→ -3, 0, -4, 1, 16, x, -2, 6
- COc1ccc(Cl)cc1NC(=O)CN(C)C(=O)CCc1nc2ccccc2c(=O)[nH]1
→ 6, 5, 13, 12, 7, 5, x, -8
- CCN(CC)S(=O)(=O)c1ccc(C(=O)NNC(=O)C2COc3ccccc3O2)cc1 (stereo not given)
→ 9, -1, 1, 7, -2, -1, -8, 5
- COc1ccc(NC(=S)N2CCN(C(=O)c3ccco3)CC2)cc1
→ 0, 7, -14, 5, -2, -1, x, -19
- COc1cc(Cl)c(S(=O)(=O)N2CCCC2)cc1Cl
→ 17, x, -4, 4, 3, 0, x, 1
- COCC(=O)NC[C@H]1[C@H](c2ccc(C3=CCCC3)cc2)[C@@H](CO)N1C(C)=O
→ -8, -2, -14, -1, -3, 0, 13, 6
- O=C(C[C@@H]1C=C[C@@H](NC(=O)Nc2ccc(C(F)(F)F)cc2)[C@H](CO)O1)NCc1ccccn1
→ -11, 0, 23, -4, 9, 0, u, -4
- Cc1ccc(C)c(NCc2ccccc2CO)c1
→ 9, x, 12, 4, 6, -1, -21, -3

Some entries already given, reduced to EWS-Fli block and FN deposition inh:
Compound | EWS-Fli block | FN deposition inh
O=C(CCNC(=O)c1ccccc1)Nc1cccnc1 | 5 | x
Cc1cccc(C(=O)NCC(=O)OCC(=O)NC2CCCCCCC2)c1 | 1 | -2

Further results follow:
Sequence of screens: LGR2 antag, PglD DTNB, PAX8 reporter, FN deposition inh, S100A4 MyoIIA, ERAP1 inh, PGC1a acetyl inh, EWS-Fli block
- Cc1ccccc1OC(C)C(=O)NCCCN1CCOCC1 (stereo not given)
→ 3, 1, 0, x, 5, -4, x, x
- O=C(NCCSc1c(-c2ccccc2)[nH]c2ccccc12)c1cc2ccccc2oc1=O
→ -7, -2, 15, 7, -3, 1, 21, 11
- COC(=O)[C@]1(Cc2ccccc2)NC=C(C(=O)c2ccccc2)[C@@H]1c1cccs1
→ -4, x, -18, -3, -4, -2, x, -9
- O=C(c1cnc2n(c1=O)CCS2)N1CCCc2ccccc21
→ 0, x, x, x, -1, -1, -5, 8
- CCOC(=O)N1CCN(C(C(=O)NC2CCCC2)C(C)C)CC1 (stereo not given)
→ 9, x, -14, -7, 0, -3, x, 2
- CCC(C)NC(=O)Nc1ccc(C)cc1C (stereo not given)
→ 4, x, -17, x, -3, -7, x, 0
- CCOc1ccc(NC(=O)CN2C(=O)c3cccc4cccc2c34)cc1
→ -44, x, -16, 4, 2, 26, x, -107
- CN1CCc2c(sc(NC(=O)C3COc4ccccc4O3)c2C(N)=O)C1 (stereo not given)
→ -36, 1, -129, 2, 106*, -1, 1, -46
- Cc1c(C)c(C)c(S(=O)(=O)NCCc2ccccn2)c(C)c1C
→ -3, 9, 27, x, 5, 1, x, -4
- CC1(C)CC2(CCO1)OC(=O)CC2C(=O)Nc1ccc(Cl)cc1[N+](=O)[O-] (stereo not given)
→ -5, x, -3, 1, -2, 0, x, 5
- CCc1cc(=O)oc2c(CNCc3ccccc3F)c(O)c(Cl)cc12
→ 3, -1, -1, -2, 0, -107, -3, 14
- O=C(C[C@@H]1CC[C@@H]2[C@H](COC[C@H](O)CN2C(=O)Nc2ccc(Cl)c(Cl)c2)O1)NCc1ccccc1
→ -3, -4, 11, -1, 11, 0, 4, -6
- Cc1ccc(-n2c([S-])c(C(=O)NC(C)c3ccccc3)[n+]3ccccc23)cc1 (stereo not given)
→ 1, -1, 2, -3, -7, 4, 7, -6
- OC(C#Cc1ccccc1)(c1ccccc1)c1ccccc1
→ -1, -1, x, -1, -1, -3, -17, 1
- Cc1ccc(NS(=O)(=O)c2ccc(C(=O)NCCCN3CCCC3=O)cc2)cc1C
→ 0, -1, 20, -7, -11, -2, x, 5
- O=C(NC(Nc1cc(C(F)(F)F)ccc1Cl)C(=O)c1ccccc1)c1ccccc1 (stereo not given)
→ x, 1, -72, 1, x, x, -100, x
- COc1ccc(S(=O)(=O)Nc2ccc3c(c2)C(=O)N([C@H](C)CO)C[C@H](C)[C@@H](CN(C)C)OCCCC[C@H](C)O3)cc1
→ 22&9, -3&-2, 2&-8&6, -1&3, -2&19&-6, -2&0&-1, 2&-1, 5
- O=C(Nc1ccccc1)Nc1ccccc1
→ -59, -8, x, x, 0, 2, 9, -108
- COC(=O)c1c(C)[nH]c(C(=O)OCC(=O)NC(C)(C)C)c1C
→ x, -2, 5, -9, 3, 3, x, -4
- CCCC(=O)N1CCC1(C)C(=O)Nc1cc(OC)c(OC)c(OC)c1 (stereo not given)
→ x, -3, 5, x, 7, 4, 16, -7
- COCC(=O)N1CC(=O)N2[C@H](CO)[C@@H](c3ccc(C#CCc4ccccc4)cc3)[C@@H]2C1
→ 23, x, -34, x, -12, 3, -4, -5
- CCC(=O)N1CCN(CCN=CC2=C(O)CC(c3ccc(OC)cc3)CC2=O)CC1 (stereo not given)
→ 11, 5, 0, 11, -3, 2, 5, 2
- Cc1cc(C)c(NC(=O)C2CC(=O)N(C(C)C)C2)c(C)c1 (stereo not given)
→ 12, -10, 3, -6, -4, 1, x, -6
- COc1cccc(-n2c(SCC(N)=O)nnc2-c2c[nH]c3ccccc23)c1
→ -35, 9, 7, 3, 2, 1, x, -6
- Cc1ccccc1NCC(=O)N/N=C\c1ccc([N+](=O)[O-])s1
→ 12, -3, 39, -5, x, x, -28, x
